Bioassay records deposited in PubChem by Vanderbilt High Throughput Screening Facility.
GluA2 TARP mod: modulators of AMPA receptor GluA2-stargazin complexes; HEK293 GluA2+stargazin, membrane potential dye (FDSS), glutamate EC50; hits were called plate by plate, in both directions; calls only at 30 µM; 3.5% of 40,000 active; AID 1259245;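 active = any of four per-well response measures lying three or more SD from its plate-wide compound average, in either direction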
Target sequence (O88602 whole entry, looked up): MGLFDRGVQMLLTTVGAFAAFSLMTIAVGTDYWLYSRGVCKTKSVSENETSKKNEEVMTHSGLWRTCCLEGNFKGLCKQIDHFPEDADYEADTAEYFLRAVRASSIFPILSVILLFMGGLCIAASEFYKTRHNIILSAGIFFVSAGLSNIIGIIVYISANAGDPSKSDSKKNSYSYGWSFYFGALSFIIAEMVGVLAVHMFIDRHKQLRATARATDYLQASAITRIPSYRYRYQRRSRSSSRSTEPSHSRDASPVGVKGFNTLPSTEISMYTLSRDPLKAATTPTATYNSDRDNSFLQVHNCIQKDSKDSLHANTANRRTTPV
Target sequence (P19491 whole entry, looked up): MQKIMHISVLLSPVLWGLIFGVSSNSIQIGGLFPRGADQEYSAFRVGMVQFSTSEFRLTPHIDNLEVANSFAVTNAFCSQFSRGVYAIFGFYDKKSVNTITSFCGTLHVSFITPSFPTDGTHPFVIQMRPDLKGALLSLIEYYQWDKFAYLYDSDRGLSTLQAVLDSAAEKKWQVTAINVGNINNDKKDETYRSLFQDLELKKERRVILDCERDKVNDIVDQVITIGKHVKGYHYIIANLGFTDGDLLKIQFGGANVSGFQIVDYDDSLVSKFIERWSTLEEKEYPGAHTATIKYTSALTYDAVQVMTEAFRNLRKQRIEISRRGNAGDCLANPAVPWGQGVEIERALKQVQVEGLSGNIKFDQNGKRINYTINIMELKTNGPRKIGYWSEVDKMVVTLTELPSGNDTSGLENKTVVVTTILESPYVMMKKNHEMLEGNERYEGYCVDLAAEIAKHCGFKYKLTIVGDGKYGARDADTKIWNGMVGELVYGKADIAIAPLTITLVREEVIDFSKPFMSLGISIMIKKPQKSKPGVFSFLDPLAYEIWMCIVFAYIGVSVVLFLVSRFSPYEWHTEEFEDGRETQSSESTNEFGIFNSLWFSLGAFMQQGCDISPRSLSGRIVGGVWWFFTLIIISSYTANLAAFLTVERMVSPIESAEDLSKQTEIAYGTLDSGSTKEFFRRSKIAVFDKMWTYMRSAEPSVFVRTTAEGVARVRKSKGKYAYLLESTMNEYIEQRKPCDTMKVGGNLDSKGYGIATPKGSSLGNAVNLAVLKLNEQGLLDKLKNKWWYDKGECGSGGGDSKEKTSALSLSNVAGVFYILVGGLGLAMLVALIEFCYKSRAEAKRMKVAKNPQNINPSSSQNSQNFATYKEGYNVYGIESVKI
GluA2 TARP mod agonism max-min: recorded beside GluA2 TARP mod, whose call it bears; compound max-min signal; compound-alone response (agonism);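 unitless range of fluorescence divided by baseline over first 100 seconds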
GluA2 TARP mod glutamate slope: also measured in GluA2 TARP mod; calls as there; glutamate slope, % of max; measured here: glutamate response slope, % max;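 scaled per plate between vehicle wells and maximal 1 mM glutamate control wells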
* marks the source's active call; other numbers are inactive results; i = inactive; + = active, no number. This is a subset; rates above refer to the full screens.

SMILES	GluA2 TARP mod	GluA2 TARP mod agonism max-min	GluA2 TARP mod glutamate slope
Cn1c(NCCO)nc2c1c(=O)n(CC(N)=O)c(=O)n2C	i	0.086	53
COc1cn(CC(=O)Nc2ccc3c(c2)OCCO3)c(CSc2ccc(F)cc2)cc1=O	i	0.12	45
CS(=O)(=O)c1ccc2nc(NC(=O)c3ccc(=O)n(Cc4c(F)cccc4Cl)c3)sc2c1	i	0.13	56
NC(=O)C1CCN(c2oc(-c3ccccc3)nc2S(=O)(=O)c2ccc(Cl)cc2)CC1	i	0.12	49
Cn1cccc(C(=O)N2CCC(CNC(=O)C(=O)Nc3ccon3)CC2)c1=O	i	0.12	59
CSc1ncccc1C(=O)NCc1ccsc1	i	0.085	53
CC(C)(C)C(=O)N1CCc2ccc(NS(=O)(=O)c3ccc(Cl)s3)cc21	i	0.077	70
CCS(=O)(=O)c1ccc(CC(=O)N2CCN(c3nc4c(OC)ccc(OC)c4s3)CC2)cc1	i	0.094	50
COc1cccc(-c2nnc(NC(=O)Cc3ccc(S(C)(=O)=O)cc3)o2)c1	i	0.095	64
O=C(Cc1cc(-c2ccc3c(c2)OCO3)on1)NCCCc1ccccc1	i	0.052	46
CN(C)C(CNS(=O)(=O)c1ccc(F)cc1)c1cccs1 (centres undefined)	i	0.083	67
Cc1ccc(Cn2c(NCc3ccco3)nc3c2c(=O)n(C)c(=O)n3C)cc1	i	0.079	62
CS(=O)(=O)n1nc(-c2ccc(Cl)cc2)nc1N	i	0.071	37
Cc1nn2c(-n3ccnc3)cc(C(C)(C)C)nc2c1-c1ccccc1	i	0.089	68
COc1cn(CC(=O)N2CCCc3ccccc32)c(CSc2nccn2C)cc1=O	i	0.047	50
Cc1ccc(C)c(NC(=O)CCc2sc(C)nc2-c2cccs2)c1	i	0.078	62
Cc1ncc2c(=O)n(C)c(SCC(=O)Nc3cccc(Cl)c3)nc2n1	i	0.14	48
O=C(c1cc(-c2ccco2)on1)N(CC1CCCO1)c1nc2c(C(F)(F)F)cccc2s1 (centres undefined)	i	0.053	62
COc1nn(C)cc1-c1nnc(SCC(=O)Nc2cccc(C(F)(F)F)c2)n1C	i	0.087	47
O=C(NCCc1csc2nc(-c3cccs3)nn12)c1ccno1	i	0.11	57
Cc1ccc(-c2nnc(NC(=O)CCS(=O)(=O)c3ccccc3)o2)cc1C	i	0.073	50
Cc1ccc(-c2c(C)nn3c(NCCCN4CCOCC4)cc(C)nc23)cc1	i	0.21	45
COc1ccccc1N1CC(C)Cn2c1nc1c2c(=O)n(CC(C)=O)c(=O)n1C (centres undefined)	i	0.088	79
Cc1cc(C)n(-c2cc(N3CCCC(C(=O)NCc4ccc(Cl)cc4)C3)ncn2)n1 (centres undefined)	i	0.096	59
CCOC(=O)C1CCN(C(=O)CCc2c(C)nn(-c3nc(C)c(C)c(=O)[nH]3)c2C)CC1	i	0.12	63
CCCNC(=O)c1c(N)n(-c2ccc(F)c([N+](=O)[O-])c2)c2nc3ccccc3nc12	i	0.17	59
CC1=C(C(=O)Nc2cccc(C(F)(F)F)c2)C(c2ccc(C)cc2)C2=C(CCCC2=O)N1 (centres undefined)	+	0.12*	52*
Fc1ccc(Nc2nc(N3CCOCC3)nc(N3CCOCC3)n2)cc1Cl	i	0.038	71
CC1CCCCN1C(=O)Cn1c(=O)n(C2CCCCC2)c(=O)c2ccccc21 (centres undefined)	i	0.03	67
CCOc1ccc(N2C(=O)/C(=C/c3cccnc3)SC2=S)cc1	i	0.06	31

As a working copy, some entries already given:
SMILES	GluA2 TARP mod	GluA2 TARP mod agonism max-min	GluA2 TARP mod glutamate slope
CCCNC(=O)c1c(N)n(-c2ccc(F)c([N+](=O)[O-])c2)c2nc3ccccc3nc12	i	0.17	59
CC1=C(C(=O)Nc2cccc(C(F)(F)F)c2)C(c2ccc(C)cc2)C2=C(CCCC2=O)N1 (centres undefined)	+	0.12*	52*
Fc1ccc(Nc2nc(N3CCOCC3)nc(N3CCOCC3)n2)cc1Cl	i	0.038	71
CC1CCCCN1C(=O)Cn1c(=O)n(C2CCCCC2)c(=O)c2ccccc21 (centres undefined)	i	0.03	67
CCOc1ccc(N2C(=O)/C(=C/c3cccnc3)SC2=S)cc1	i	0.06	31

Carrying on:
SMILES	GluA2 TARP mod	GluA2 TARP mod agonism max-min	GluA2 TARP mod glutamate slope
COc1ccc(CC(=O)NCC2(O)CCCC2)cc1OC	i	0.074	56
COc1ccc(CCNC2CC(=O)N(C3CCCCC3)C2=O)cc1OC (centres undefined)	i	0.081	57
O=C(NCCS(=O)(=O)N1CCN(CCc2ccccc2)CC1)c1ccc(F)c(F)c1	i	0.068	35
CCOC(=O)C(CC)Sc1c(C)cnc2c1c(=O)n(C)c(=O)n2C (centres undefined)	i	0.036	46
Cc1c(C(=O)NCc2c(F)cccc2F)c(C(F)(F)F)nn1C	i	0.095	56
O=C(CSc1cc(N2CCCCC2)ncn1)NCc1ccco1	i	0.063	68
C=CCn1c(SCC(=O)NCC2CCCO2)nc2scc(-c3ccccc3Cl)c2c1=O (centres undefined)	i	0.052	72
COc1cc(C(=O)NCC(c2cccs2)N(C)C)c([N+](=O)[O-])cc1OC (centres undefined)	i	0.078	59
COC(=O)C1=C(N)CC(C)S1 (centres undefined)	i	0.038	38
CCc1ccc(NC(=O)C(=O)NCCc2ccc3c(c2)CCCN3C)cc1	i	0.086	53
CCN1C(=O)NC2(CCN(S(=O)(=O)c3cc(OC)c(C)cc3C)CC2)C1=O	i	0.077	38
COC(=O)Cc1ccc(NC(=S)N2CCN(c3cccc(OC)c3)CC2)cc1	i	0.057	50
COc1ccc(N(CC(O)Cn2cnc3ccccc32)S(=O)(=O)c2ccc(C)cc2)cc1 (centres undefined)	i	0.082	73
CC(=O)N1CCc2c(sc(NC(=O)c3ccco3)c2-c2nc3ccccc3s2)C1	i	0.08	55
COC(=O)c1sccc1S(=O)(=O)Nc1ccc2c(c1)C(=O)N1CCCCC1CCO2 (centres undefined)	i	0.083	44

Some of these compounds in order of count of non-hydrogen atoms, falling:
SMILES	GluA2 TARP mod	GluA2 TARP mod agonism max-min	GluA2 TARP mod glutamate slope
O=C(NCCS(=O)(=O)N1CCN(CCc2ccccc2)CC1)c1ccc(F)c(F)c1	i	0.068	35
CCN1C(=O)NC2(CCN(S(=O)(=O)c3cc(OC)c(C)cc3C)CC2)C1=O	i	0.077	38
COc1cc(C(=O)NCC(c2cccs2)N(C)C)c([N+](=O)[O-])cc1OC (centres undefined)	i	0.078	59
COc1ccc(CC(=O)NCC2(O)CCCC2)cc1OC	i	0.074	56

(list continues)
SMILES	GluA2 TARP mod	GluA2 TARP mod agonism max-min	GluA2 TARP mod glutamate slope
Cc1nn(-c2nc(C)c(C)c(=O)[nH]2)c(C)c1CCC(=O)NCCc1c[nH]c2ccccc12	i	0.11	54
Nc1c(C(=O)NC2CCCC2)nnn1-c1ccc(F)cc1	i	0.13	60
S=C(c1cccc(Oc2ccccc2)c1)N1CCOCC1	i	0.049	42
O=C(CSC1CCCCC1)N1CCc2ccccc21	i	0.075	52
CCOc1cccc2cc(C(=O)NCc3ccncc3)c(=O)oc12	+	0.23*	80*
O=C(Cc1ccc(Cl)cc1)Nc1ccc2c(c1)N(C(=O)C1CC1)CC2	i	0.11	70
CC(=O)c1cccc(NC(=O)c2ccc(=O)n(Cc3c(F)cccc3Cl)c2)c1	i	0.15	56
O=C(Oc1ccc2c(=O)c(-c3ccccc3)coc2c1)c1ccc(F)cc1	i	0.07	28
CNc1nn(CC(=O)Nc2cccc(C(C)=O)c2)c(N)c1-c1nc(-c2ccccc2C)no1	i	0.11	56
O=C(Nc1ccc(OC(F)(F)F)cc1)c1ccc(=O)[nH]n1	i	0.079	43
CCCCn1c(=O)c2c(nc3n2CCCN3c2ccccc2OC)n(C)c1=O	i	0.062	66
CC(=O)N1CCc2c(sc(NC(=O)c3nn(C)cc3C)c2C#N)C1	i	0.22	63
COc1ccc(NC(=O)c2cccc(-n3cnc4c(sc5nc(C)cc(C)c54)c3=O)c2)c(OC)c1	i	0.073	42
CCc1cccc(N2C(=O)N(Cc3cc(=O)n4ccccc4n3)c3ccccc3S2(=O)=O)c1	i	0.067	69
C=CCn1c(=O)c2c(nc3n2CC(C)CN3c2ccc(OC)cc2OC)n(C)c1=O (centres undefined)	i	0.056	62
COCCNC(=O)Cc1ccc(NC(=O)c2cccs2)cc1	i	0.099	51
COc1cn(CC(=O)Nc2ccc(C(C)=O)cc2)c(CSc2ccc(C)cc2)cc1=O	i	0.091	51
O=S(=O)(NC1CCCC1)c1cccc2cnccc12	+	0.051*	76*
COc1ccc(S(=O)(=O)N2CCn3cccc3C2c2ccccc2F)cc1C (centres undefined)	i	0.057	47
Cc1nn(C2CCS(=O)(=O)C2)c2nc(-c3ccco3)cc(C(=O)NCCCOC(C)C)c12 (centres undefined)	i	0.047	32
Cc1ccc(Cc2cnc(NC(=O)/C=C3\SC(=O)NC3=O)s2)cc1	i	0.097	39
COc1ccc(CCNC(=O)c2nn(-c3ccc(F)cc3)cc2OC)cc1	i	0.071	60
COc1ccc(NC(=O)CSc2nnc3ccc(C(=O)Nc4ccc(C)cc4)cn23)cc1OC	i	0.093	67
Cc1cc(C)n(-c2ccc(N3CCCC(C(=O)NCc4nc5ccccc5[nH]4)C3)nn2)n1 (centres undefined)	i	0.078	65
COc1cn(CC(=O)N2CCc3ccccc32)c(CSc2nnnn2C)cc1=O	i	0.12	67
COCC(=O)NCCn1nc(-c2ccccc2)n(C)c1=O	i	0.095	47
O=C1CC(NC(=O)c2ccccc2)C(=O)O1 (centres undefined)	i	0.057	60
CCCCOc1ccc(NC(=O)NCC2CCN(C(=O)Oc3ccccc3)CC2)cc1	i	0.086	38
CCOc1ccc(C)cc1S(=O)(=O)Nc1ccc(CC(=O)NC2CC2)cc1	i	0.072	27
COc1ccccc1OCC(=O)Nc1cc(C2CC2)nn1-c1nc(C(C)C)cc(=O)[nH]1	i	0.1	65
CCOc1ccc(C(=O)Nc2ccc3c(c2)CCCN3C(=O)c2ccccc2)cc1	i	0.11	64
CCc1nc2sc(C(c3cccc(C(F)(F)F)c3)N3CCCC(C)C3)c(O)n2n1 (centres undefined)	i	0.11	60
CSc1nn(CC(=O)Nc2ccc(Br)cc2)c(N)c1S(=O)(=O)c1ccc(C)cc1	i	0.086	46
O=C(NCCNc1cc(-n2cccn2)ncn1)Nc1cccc(C(F)(F)F)c1	i	0.11	60
COc1ccc(Nc2cc(C)nc(NCCNS(C)(=O)=O)n2)cc1	i	0.18	50
COc1cc(COCC2CCN(CC(=O)N3CCc4ccccc43)CC2)cc(OC)c1	i	0.057	59
COC(=O)C(C)Oc1ccc2c(c1)O/C(=C\c1ccccc1)C2=O (centres undefined)	i	0.1	59
COC(=O)c1sc2ccccc2c1S(=O)(=O)N1CCN(c2cccc(Cl)c2)CC1	i	0.11	52
O=C(Nc1cccc([N+](=O)[O-])c1)c1ccno1	i	0.16	47
CCOc1ccc(C(=O)NCCN2CCC(c3cccs3)CC2)cc1	i	0.054	57
COc1ccc(OC)c(-c2ccc(=O)n(CCNC(=O)COc3ccccc3F)n2)c1	i	0.056	50
O=C(NCCN1CCOCC1)C(=O)c1cn(CC(=O)N2CCOCC2)c2ccccc12	i	0.081	83
COc1ccc(S(=O)(=O)CCCC(=O)Nc2nc(-c3cccc([N+](=O)[O-])c3)cs2)cc1	i	0.089	60
CC(=O)Nc1ccc(C(=O)NCCNC(=O)c2ccccc2)cc1	i	0.071	8
CCOC(=O)c1c(SCC(=O)Nc2cccc(NC(C)=O)c2)nc(=O)[nH]c1C	i	0.053	30
Cn1nc2c(c1NC(=O)C1CCN(S(=O)(=O)c3ccc(F)cc3)CC1)CCC2	i	0.079	56
COc1ccc(CCNC(=O)C(=O)Nc2c(C(N)=O)oc3ccccc23)cc1	i	0.11	60
COc1ccc(-c2ccc(=O)n(CCCNC(=O)c3ccc4ccccc4n3)n2)cc1	i	0.059	69
CCOc1cc(S(=O)(=O)NCc2ccccn2)ccc1Br	i	0.12	58
O=C(NCCC1=CCCCC1)C(=O)NCC(O)c1ccc(C(F)(F)F)cc1 (centres undefined)	i	0.13	50
O=S(=O)(NCC1COC2(CCCCC2)O1)c1cc(F)ccc1F (centres undefined)	+	0.2*	64*
CCOc1cc(C(=O)Nc2ccc3c(c2)CCCN3C(=O)C2CC2)cc(OCC)c1OCC	i	0.11	67
O=C(NCC1CCN(S(=O)(=O)C2CC2)CC1)c1cc(-c2ccco2)on1	i	0.057	35
CC(C)(C)c1cc(NCCOCCO)n2ncc(-c3ccccc3)c2n1	i	0.1	58
O=C(Nc1ccc2c(c1)OCO2)c1ccc(S(=O)(=O)N2CCCCCC2)cc1	i	0.12	60
O=S(=O)(NCC(c1ccco1)N1CCOCC1)c1cccs1 (centres undefined)	i	0.071	51
COc1ccc(C(=O)COc2ccc3c(c2)O/C(=C\c2cc(OC)c(OC)c(OC)c2)C3=O)cc1	i	0.12	67
CCOC(=O)c1sc2cccc(F)c2c1S(=O)(=O)Nc1ccc(OC)cc1OC	i	0.074	67
O=C(NCCOc1ccc2nnc(-c3ccccc3)n2n1)Nc1cccs1	+	0.15*	62*
CCOC(=O)N1CCc2c(sc(NC(=O)c3cccc(OC)c3)c2-c2nc3ccccc3s2)C1	i	0.11	74

Random excerpt: two compounds from above, in no set order.
SMILES	GluA2 TARP mod	GluA2 TARP mod agonism max-min	GluA2 TARP mod glutamate slope
Cn1nc2c(c1NC(=O)C1CCN(S(=O)(=O)c3ccc(F)cc3)CC1)CCC2	i	0.079	56
O=C(NCCC1=CCCCC1)C(=O)NCC(O)c1ccc(C(F)(F)F)cc1 (centres undefined)	i	0.13	50
